tim23-1 inh: inhibits growth of tim23-1 mutant yeast. inhibition, % at 20 µM. S. cerevisiae tim23-1 growth, BacTiter-Glo luminescence, 24 h. 1.3% of 330,000 active;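 active = growth inhibition of the mutant yeast at or above 50%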;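 note: temperature-sensitive mutant grown at 25 °C; plate controls were DMSO-treated mutant yeast for no effect and medium wells lacking yeast for full effect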
APJ antag: antagonists of human APJ apelin receptor; 0.32% of 330,000 active; inhibition, % at 20 µM; P35414; CHO-K1 APJ beta-arrestin complementation, luminescence;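 active = inhibition above about 40% at 20 µM, limit read from the data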;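 note: cells challenged with 10 nM apelin-13 agonist together with compound; plate controls were apelin-13 plus DMSO wells for no effect and DMSO wells lacking apelin-13 for full effect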
697 NFkB inh: lowers PMA/ionomycin-induced NF-kB signal in 697 B cells; inhibition, % at 4 µM; 697 B-cell NF-kB luciferase reporter, 16 h; 0.33% of 330,000 active; AID 435022; in the data active = inhibition above about 35%
UPR XBP1 act: adaptive UPR (XBP1) activation. CHO-XBP1 luciferase reporter, IRE1-XBP1 UPR activation, luminescence; percent of tunicamycin response, DMSO as zero. activation, % at 20 µM. 0.33% of 330,000 active;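 active = versus positive control, 20 µM dose yields 30% or more activation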;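 note: 100% = tunicamycin at 10 µg/mL and 0% = DMSO only wells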
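assay system = CHO-XBP1 luciferase reporter cells | amount = 1000 cells/well | buffer or medium = F12 plus 10% FBS | compound dosing = single point, 20 µM final compound, 1% DMSO | incubation = 16-18 h cell attachment at 37 °C, then 6 h compound exposure | detection = Steady-Glo luminescence read | controls = tunicamycin 10 µg/mL and vehicle-only wells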
APJ agonist: APJ receptor agonism; 0.11% of 330,000 active; activation, % at 20 µM; CHO-K1 APJ PathHunter beta-arrestin, luminescence; 0% DMSO wells, 100% apelin;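 active = activation more than six SD over the plate average, tested at 20 µM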;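 note: 0% = DMSO alone and 100% = apelin-13 at 10 nM; some results filed as inactive read as strong as hits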
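system = engineered CHO-K1 APJ arrestin reporter cells | input = 1000 cells per well | timing = overnight seeding, 90 min compound at 25 °C, 1 h detection | measured by = enzyme-fragment complementation luminescence | read-out = beta-arrestin recruitment to APJ as agonist activity, luminescent signal | control set = negative DMSO alone, positive Apelin-13 at 10 nM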
Mdm2-MdmX inh: disrupts the human Mdm2-MdmX interaction. O15151+Q00987. SaOS-2 split-luciferase Mdm2/MdmX complementation, luminescence. inhibition, % at 8 µM. 3% of 330,000 active. AID 485346;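 active = inhibition of at least 50% at 8 µM in the primary screen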
Target sequence (O15151 whole entry, looked up): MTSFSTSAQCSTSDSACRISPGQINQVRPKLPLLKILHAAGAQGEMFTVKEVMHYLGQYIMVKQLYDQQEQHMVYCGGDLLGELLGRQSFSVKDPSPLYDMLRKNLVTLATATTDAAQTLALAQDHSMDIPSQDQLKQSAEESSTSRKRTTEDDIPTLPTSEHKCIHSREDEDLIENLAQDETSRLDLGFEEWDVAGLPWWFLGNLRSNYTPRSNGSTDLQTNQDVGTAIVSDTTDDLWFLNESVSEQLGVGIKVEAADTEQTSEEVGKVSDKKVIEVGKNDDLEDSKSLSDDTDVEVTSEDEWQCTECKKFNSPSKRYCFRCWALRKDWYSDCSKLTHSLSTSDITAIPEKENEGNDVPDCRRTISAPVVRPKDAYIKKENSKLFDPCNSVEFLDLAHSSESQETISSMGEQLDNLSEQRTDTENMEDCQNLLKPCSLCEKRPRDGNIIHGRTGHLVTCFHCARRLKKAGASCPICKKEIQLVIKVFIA
Target sequence (Q00987 whole entry, looked up): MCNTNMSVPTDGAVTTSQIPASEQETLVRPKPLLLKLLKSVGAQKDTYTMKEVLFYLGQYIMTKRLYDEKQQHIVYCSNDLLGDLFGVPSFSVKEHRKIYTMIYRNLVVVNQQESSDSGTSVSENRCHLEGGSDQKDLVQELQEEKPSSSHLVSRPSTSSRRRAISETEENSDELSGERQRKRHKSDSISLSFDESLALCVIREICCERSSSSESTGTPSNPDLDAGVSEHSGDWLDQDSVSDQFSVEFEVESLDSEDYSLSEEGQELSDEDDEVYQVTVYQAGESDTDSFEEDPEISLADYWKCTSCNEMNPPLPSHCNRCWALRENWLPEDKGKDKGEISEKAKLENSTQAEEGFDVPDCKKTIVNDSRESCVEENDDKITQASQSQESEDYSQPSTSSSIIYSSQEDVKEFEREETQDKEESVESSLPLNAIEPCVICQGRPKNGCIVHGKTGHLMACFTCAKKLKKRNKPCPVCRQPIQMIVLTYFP
Jurkat NFkB inh: lowers PMA/ionomycin-induced NF-kB signal in Jurkat cells. PMA/ionomycin-induced NF-kB luciferase reporter, luminescence. inhibition, % at 4 µM. 0.53% of 330,000 active; in the data active = inhibition above about 50%
UPR CHOP act: activators of apoptotic arm of unfolded protein response (CHOP); CHO-CHOP luciferase reporter, UPR activation, luminescence; percent of tunicamycin response over DMSO baseline; activation, % at 10 µM; 0.34% of 330,000 active;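 active = at 10 µM dose, activation of 40% or more, normalized to positive control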;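 note: 100% = tunicamycin at 10 µg/mL and 0% = DMSO alone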
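Material: CHO-CHOP cells, stable luciferase reporter of PERK-eIF2a-CHOP signalling; quantity: 500 reporter cells seeded per well; buffer or medium: F12 medium containing 10% fetal bovine serum; compound: one dose, 10 µM in 0.5% DMSO; incubation: 6 h compound treatment, 37 °C; measured by: Steady-Glo luciferase luminescence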
Numbers without * were called inactive.

SMILES	tim23-1 inh	APJ antag	697 NFkB inh	UPR XBP1 act	APJ agonist	Mdm2-MdmX inh	Jurkat NFkB inh	UPR CHOP act
O=C(NCCc1c[nH]c2ccccc12)C1CCN(Cc2ccc(Br)cc2)CC1	11	-2	-4	-1	0	20	11	0.6
COc1ccc([N+](=O)[O-])cc1NC(=O)CSCc1ccccc1	15	-1	-12	0	2	-5	-4	4.4
CCOC(=O)CC1=C(C(=O)OCC)C(c2ccc(C)o2)C(C#N)=C(N)O1 (centres undefined)	12	-9	-19	-3	-1	2	5	2.1
CC1CCCCC12NC(=O)N(CC(=O)OCc1c(F)cccc1Cl)C2=O (centres undefined)	25	7	-17	1	0	3	-1	1.1
CCOc1ccc(-c2ccc(/C=C3/C(=N)N4C(C)=CSC4=NC3=O)o2)c([N+](=O)[O-])c1	1	9	19	3	2	30	6	3.7
COc1ccccc1CNC(=O)CSc1nnc2c(Cl)cc(C(F)(F)F)cn12	5	-9	-3	1	0	2	-7	-0.9
CCOC(=O)COc1cccc2c(=O)n(CC(=O)N3CCc4ccccc43)ccc12	1	20	2	1	2	15	-4	1.8
O=C(Oc1cccc(C(=S)N2CCOCC2)c1)c1cc([N+](=O)[O-])cc([N+](=O)[O-])c1	32	-21	-9	0	4	4	3	-0.5
COC(=O)N/N=C/c1ccc([N+](=O)[O-])o1	22	-21	21	-3	2	15	10	-0.3
O=C(CN(Cc1ccccc1)C(=O)CCC(=O)Nc1ccccn1)NCc1ccco1	6	12	10	-1	-4	-2	-1	1.6
CCCS(=O)(=O)c1c(S(=O)(=O)CCC)c2ccc(C(N)=O)cn2c1C(=O)OC	9	-10	-5	0	-3	0	-6	0.6
CC1CCc2c(sc3nc(CN4CCOCC4)nc(Sc4ccccc4)c23)C1 (centres undefined)	7	-3	-21	2	1	5	-22	2.4
COc1ccc(Cl)cc1NC(=S)N(CCN1CCOCC1)C1CCN(C(C)=O)CC1	8	18	26	-2	-2	6	5	0.0
CSc1ccccc1C(=O)NCCOc1cccc(C)c1	4	12	-3	1	4	11	11	-0.2
Cn1c(=S)ccc2ccccc21	2	6	-15	-3	1	0	0	-1.7
CN(C(=O)COC(=O)c1ccccc1SCC(=O)NC1CCCCCCC1)C1CCS(=O)(=O)C1 (centres undefined)	11	-9	-1	-1	1	-6	10	3.4
COCCNC(=O)Cn1ccc2cc(S(=O)(=O)N3CCCCC3)ccc21	5	9	17	-1	-1	13	0	5.8
OCCN(Cc1ccccc1)Cc1ccc(C(F)(F)F)cc1	14	6	5	0	3	-3	-11	-0.4
CCC(=O)n1nc(-c2ccccc2)nc1NCc1ccccc1	6	9	5	4	-2	-20	-26	1.6
Nc1ccc(OCC(O)C[n+]2ccc(CCS(=O)(=O)[O-])cc2)cc1 (centres undefined)	0	-9	-4	-2	0	12	-6	0.6
Cc1cccn2c(=O)c(C(=O)NC3CCCCC3)c(O)nc12	55*	8	-44	0	-3	48	7	0.8
CC(C)CCOC(=O)C1C2C=CC3(CN(Cc4cccs4)C(=O)C13)O2 (centres undefined)	9	-37	3	-1	-2	-7	-16	-2.0
CC(C)NC(=O)N(C)C[C@H]1Oc2ccc(NC(=O)C3CCCCC3)cc2C(=O)N([C@H](C)CO)C[C@@H]1C	-9	-5	-6	2	-1	5	-7	-0.6
O=C(c1ccccc1)C(O)C(c1ccccc1)N1CCOCC1 (centres undefined)	9	12	0	1	-1	-23	-6	1.9
NC(=S)Nc1cc2ccccc2c2ccccc12	36	-7	14	0	1	22	10	-0.1
Next compounds follow.
SMILES	tim23-1 inh	APJ antag	697 NFkB inh	UPR XBP1 act	APJ agonist	Mdm2-MdmX inh	Jurkat NFkB inh	UPR CHOP act
N#CCCN(Cc1ccccc1)C(=O)c1cccs1	-9	5	12	3	-5	17	11	0.5
Nc1nnc(CCS(=O)(=O)c2cc(Cl)ccc2Cl)s1	5	10	20	-1	-2	5	0	-1.4
CCOC(=O)C1CCN(C(=O)CN(c2cc(Cl)ccc2OC)S(=O)(=O)c2ccccc2)CC1	26	10	6	-6	-4	0	-2	-0.7
CC(NC(=O)NC(=O)c1ccc(Cl)cc1Cl)C1CC1 (centres undefined)	21	-11	-18	3	-5	-20	5	1.7
CN(C)S(=O)(=O)c1ccc(/C(O)=C2/C(=O)C(=O)N(Cc3cccnc3)C2c2ccco2)cc1 (centres undefined)	2	-9	22	-4	-4	0	-8	-3.2
COc1ccc(NC(=S)N(CCN2CCOCC2)Cc2cc3cc4c(cc3[nH]c2=O)OCCO4)cc1	11	-25	0	-3	1	-11	-3	0.4
O=C(CNS(=O)(=O)c1ccccc1)OCC(=O)c1ccccc1Cl	-9	7	-2	-1	-10	11	6	-1.3
CS(=O)(=O)N(CC(=O)NCCSc1ccccn1)c1ccc(F)cc1	8	-3	0	-2	-1	8	-8	-1.0
COc1ccccc1-n1c(SCC(=O)NC2CC2)nc2ccccc2c1=O	13	-3	7	-3	-1	-17	9	-1.1
Cc1ccc(OCCN2C(=O)CSC2=O)cc1	9	3	13	4	-4	-4	-4	3.2
COc1cccc(CNC(=O)CCCCCNC(=O)N2CCn3c2nc2ccccc23)c1	3	7	9	-9	-6	7	2	-1.1
[O-][N+]1=C(c2cccs2)CN(O)C1	8	-1	8	-1	5	12	-3	2.1
Cc1ccc(NC(=O)CSc2n[nH]c(N)n2)cc1S(=O)(=O)N1CCOCC1	0	-5	6	2	1	11	18	-1.1
Cc1nc2cc(N)ccc2n1C1CCCCC1	12	-2	-1	4	3	-16	-4	-0.3
O=C(O)c1cnn2c1NC(c1cccs1)CC2C(F)(F)F (centres undefined)	13	7	-21	-3	6	-12	-13	-2.0
CC(C)NC(=O)CN1CCN(C(=O)c2ccc3oc(CCCc4ccccc4)nc3c2)CC1	4	2	-11	-1	3	15	-15	4.1
CCn1c(SC)nc2cc(S(=O)(=O)N3CCCCC3)ccc21	23	-27	-26	-2	-1	-33	-10	0.3
COc1cccc(C(C)NC(=S)NCc2ccc(F)cc2)c1 (centres undefined)	24	-16	-34	-1	4	12	-1	-0.5
Cc1ccc(S(=O)(=O)N2CCN(Cc3nc4ccccc4[nH]3)CC2)cc1C	-3	21	15	-7	-2	17	13	-0.3
COc1cccc(-c2nnc(NC(=O)c3ccc(S(=O)(=O)N4CCOCC4)cc3)o2)c1	15	11	-6	-1	2	28	9	4.5
COc1ccccc1Cn1nnc2c(=O)[nH]c(C3CCN(C(=O)c4ccccc4Cl)CC3)nc21	5	-7	-1	-2	-5	33	2	-2.1
Cn1c(SCC(=O)Nc2nccs2)nnc1C12CC3CC(CC(C3)C1)C2	3	18	5	0	-5	-6	-4	0.3
COc1ccc(Cl)cc1NC(=O)CN(C)C(=O)c1ccc2c(c1)CC(c1ccccc1)OC2=O (centres undefined)	18	2	7	0	-2	13	-7	0.2
COc1ccc(S(=O)(=O)N[C@@H](Cc2ccccc2)C(=O)N2CC[C@@]3(O)CCCC[C@H]3C2)cc1	13	8	-20	-1	3	7	4	-1.6
Cc1cc(/C=C2/C(=N)N3C(=NC2=O)SN=C3S(C)(=O)=O)c(C)n1-c1ccc(F)cc1	30	5	-13	1	-2	-19	-6	2.6

Already shown: entries from further up.
SMILES	tim23-1 inh	APJ antag	697 NFkB inh	UPR XBP1 act	APJ agonist	Mdm2-MdmX inh	Jurkat NFkB inh	UPR CHOP act
CS(=O)(=O)N(CC(=O)NCCSc1ccccn1)c1ccc(F)cc1	8	-3	0	-2	-1	8	-8	-1.0
COc1ccccc1-n1c(SCC(=O)NC2CC2)nc2ccccc2c1=O	13	-3	7	-3	-1	-17	9	-1.1
Cc1ccc(OCCN2C(=O)CSC2=O)cc1	9	3	13	4	-4	-4	-4	3.2
COc1cccc(CNC(=O)CCCCCNC(=O)N2CCn3c2nc2ccccc23)c1	3	7	9	-9	-6	7	2	-1.1
[O-][N+]1=C(c2cccs2)CN(O)C1	8	-1	8	-1	5	12	-3	2.1
Cc1ccc(NC(=O)CSc2n[nH]c(N)n2)cc1S(=O)(=O)N1CCOCC1	0	-5	6	2	1	11	18	-1.1
Cc1nc2cc(N)ccc2n1C1CCCCC1	12	-2	-1	4	3	-16	-4	-0.3
O=C(O)c1cnn2c1NC(c1cccs1)CC2C(F)(F)F (centres undefined)	13	7	-21	-3	6	-12	-13	-2.0
CC(C)NC(=O)CN1CCN(C(=O)c2ccc3oc(CCCc4ccccc4)nc3c2)CC1	4	2	-11	-1	3	15	-15	4.1
CCn1c(SC)nc2cc(S(=O)(=O)N3CCCCC3)ccc21	23	-27	-26	-2	-1	-33	-10	0.3
COc1cccc(C(C)NC(=S)NCc2ccc(F)cc2)c1 (centres undefined)	24	-16	-34	-1	4	12	-1	-0.5
Cc1ccc(S(=O)(=O)N2CCN(Cc3nc4ccccc4[nH]3)CC2)cc1C	-3	21	15	-7	-2	17	13	-0.3
COc1cccc(-c2nnc(NC(=O)c3ccc(S(=O)(=O)N4CCOCC4)cc3)o2)c1	15	11	-6	-1	2	28	9	4.5
COc1ccccc1Cn1nnc2c(=O)[nH]c(C3CCN(C(=O)c4ccccc4Cl)CC3)nc21	5	-7	-1	-2	-5	33	2	-2.1
Cn1c(SCC(=O)Nc2nccs2)nnc1C12CC3CC(CC(C3)C1)C2	3	18	5	0	-5	-6	-4	0.3
COc1ccc(Cl)cc1NC(=O)CN(C)C(=O)c1ccc2c(c1)CC(c1ccccc1)OC2=O (centres undefined)	18	2	7	0	-2	13	-7	0.2
COc1ccc(S(=O)(=O)N[C@@H](Cc2ccccc2)C(=O)N2CC[C@@]3(O)CCCC[C@H]3C2)cc1	13	8	-20	-1	3	7	4	-1.6
Cc1cc(/C=C2/C(=N)N3C(=NC2=O)SN=C3S(C)(=O)=O)c(C)n1-c1ccc(F)cc1	30	5	-13	1	-2	-19	-6	2.6

(cont.)
SMILES	tim23-1 inh	APJ antag	697 NFkB inh	UPR XBP1 act	APJ agonist	Mdm2-MdmX inh	Jurkat NFkB inh	UPR CHOP act
Cc1c(Nc2nc3ccccc3n3cnnc23)cccc1[N+](=O)[O-]	15	9	-4	17	-2	15	-1	1.3
COc1ccccc1NC(=O)CSc1nnc(-c2ccoc2C)n1CC1CCCO1 (centres undefined)	9	-10	-8	-1	-7	-16	-12	0.7
COc1ccc(C(=O)NCCc2ccccc2)cc1OC	15	1	-23	1	-3	-7	-38	3.5
Cc1cccc(-c2nnc3n2N=C(c2ccccc2)CS3)c1	19	-1	-18	7	-3	12	13	0.3
CC(C(=O)Nc1ccc(S(=O)(=O)N2CCOCC2)cc1)N1CCN(c2ccccn2)CC1 (centres undefined)	6	-19	8	-2	-1	1	-13	0.3
O=C(NCCCc1ccc(F)cc1)C1CCC(=O)N(CCCN2CCCC2=O)C1 (centres undefined)	-17	-4	-6	-7	-4	14	4	-0.9
CC(C)CC(=O)Nc1ccc(F)c(Cl)c1	7	-5	8	0	-3	21	0	0.9
CCN(c1cccc(C)c1)S(=O)(=O)c1cc(CN2C(=O)c3cccnc3C2=O)ccc1OC	2	1	2	-2	-4	22	1	-0.8
O=C(N/N=C/c1ccco1)c1[nH]ncc1Br	9	-5	9	0	5	-4	16	1.2
COc1cc(S(=O)(=O)N2CCCCCC2)ccc1Cl	-1	-6	-23	-1	-3	-25	-6	-1.6
Cc1ccccc1N(CC(=O)N1CCN(c2ccccc2)CC1)S(C)(=O)=O	7	-10	-1	-2	2	7	13	-1.1

Screening results deposited in PubChem BioAssay by Sanford-Burnham Center for Chemical Genomics.
